High-throughput results deposited in PubChem BioAssay by National Center for Advancing Translational Sciences (NCATS).
Pf growth 96h = Primary qHTS for delayed death inhibitors of the malarial parasite plastid, 96 hour incubation; P. falciparum luciferase reporter growth, 96 h; Potency, µM (titrated, usually from 28.7 µM), for inactives: at the highest dose activity change, negative = inhibition, actives largely listed as inhibitors; hit rate 6.9% among 320,000; AID 504834, 2011; further: potency means the concentration at half of the fitted maximal effect; on the % scale 0 is the no-effect control and ±100 the full control effect
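Delayed-death screen, second-generation endpoint: infected erythrocytes, 2% hematocrit, 0.05% parasitemia final; 96 hours at 37 C, 5% CO2; luciferase detection reagent; luminescence decrease equals reduced growth.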
Sm TGR block = qHTS Assay for the Inhibitors of Schistosoma Mansoni Peroxiredoxins. Schistosoma mansoni thioredoxin glutathione reductase (TGR), Q962Y6. purified TGR, DTNB reduction, TNB absorbance 405 nm. Potency, µM (titrated, usually from 114 µM), for the others: at the top dose activity change, negative = inhibition, hits mostly inhibitors. hit rate 3% among 360,000. AID 485364, 2010; further: potency means the concentration at half of the fitted maximal effect; on the % scale 0 is the no-effect control and ±100 the full control effect; nearly all actives have a fitted effect of over 60% in size
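Kinetic colorimetric format: TGR-catalysed, NADPH-driven DTNB reduction monitored via TNB absorbance. Enzyme dispensed at 20 nM; compound exposure 15 min at room temperature before reaction start.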
Pf growth 48h = Primary qHTS for delayed death inhibitors of the malarial parasite plastid, 48 hour incubation; P. falciparum luciferase growth in erythrocytes, 48 h; Potency, µM (doses to about 28.7 µM), without a hit: at the highest dose activity change, negative = inhibition, most hits filed as inhibitors; hit rate 5.9% among 310,000; further: potency means the concentration at half of the fitted maximal effect; on the % scale 0 is the no-effect control and ±100 the full control effect
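Luciferase-expressing P. falciparum in infected erythrocytes (2% hematocrit, 0.1% parasitemia final) in RPMI 1640/0.5% Albumax were exposed to compound for 48 hours at 37 C, 5% CO2; growth read as luminescence.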
CHX counter = Cycloheximide Counterscreen for Small Molecule Inhibitors of Shiga Toxin; cell reporter, cycloheximide protein synthesis inhibition counterscreen; max response, %; hit rate 12% among 300,000; AID 2314, 2010; in the data active means max response mostly above about 13%, no sharp cut-off; inactive means mostly below about 14%; further: read at 38.3 µM for the half of the compounds with a filed dose; 0% is about no effect
Shiga toxin inh = A qHTS for Small Molecule Inhibitors of Shiga Toxin; Vero cells, Shiga toxin protein synthesis inhibition reporter; inhibition, % at 38.7 µM; hit rate 9.2% among 290,000; AID 2315, 2010; in the data active means inhibition mostly above about 28%, no sharp cut-off; inactive means mostly below about 43%; further: 0% is about no effect
Giardia FBPA inh = qHTS Assay for Inhibitors of Fructose-1,6-bisphosphate Aldolase from Giardia Lamblia. Potency, µM (top dose mostly 59.6 µM), for the others: at the highest dose activity, negative = inhibition, usual class: inhibitors. hit rate 0.71% among 290,000. purified Giardia FBPA; further: potency means the concentration at half of the fitted maximal effect; on the % scale 0 is the no-effect control and ±100 the full control effect; nearly all actives have a fitted effect of over 55% in size
Target sequence (A8B2U2 whole entry, looked up): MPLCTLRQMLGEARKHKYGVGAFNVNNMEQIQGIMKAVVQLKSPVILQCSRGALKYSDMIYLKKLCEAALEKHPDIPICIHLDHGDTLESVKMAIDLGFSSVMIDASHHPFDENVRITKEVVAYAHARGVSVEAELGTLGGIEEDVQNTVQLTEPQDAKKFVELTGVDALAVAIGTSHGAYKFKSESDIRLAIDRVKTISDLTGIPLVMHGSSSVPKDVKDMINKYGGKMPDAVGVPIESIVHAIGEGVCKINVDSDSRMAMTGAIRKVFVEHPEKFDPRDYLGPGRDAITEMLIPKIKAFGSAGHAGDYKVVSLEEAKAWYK
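40 nM FBPA preincubated 10 min at RT with compound (up to 57.5 uM final), then substrate plus GAPDH/TPI/NAD/arsenate coupling and diaphorase/resazurin added. Fluorescence read after 20 min at RT, 525/598 nm.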
An asterisk follows results filed as active; ? = inconclusive; . = not tested or not shown; [ ] = remark or other dose. Unless noted, the call rests on the fitted dose curve; in most records, active means well fitted curve in the direction sought with a large enough effect; inconclusive means small, poorly fitted or top-dose-only effect, or another doubt; inactive means no such curve, though single readings can be large; an effect the other way counts as inactive or inconclusive.

1	COCc1cc(C(C)=O)ccc1OCC(=O)Nc1ccc(NC(C)=O)cc1
2	O=C(CSc1nncs1)Nc1nccs1
3	O=S(=O)(c1ccc(C2CCCCC2)cc1)N1CCCC1
4	CC(OC(=O)CCN1C(=O)C2CC=CCC2C1=O)C(=O)Nc1cccc(C#N)c1 (stereo not drawn)
5	CCc1ccc2[nH]c(C(=O)Nc3ccc(C)c(F)c3)cc2c1
6	Cc1nc(NC(=O)CN2CCN(c3ccccc3F)CC2)sc1C(=O)N(C)C
7	Cc1ccc(S(=O)(=O)N2CCC(C(N)=O)CC2)c(C)c1C
8	c1ccc2c(-n3cnnn3)cccc2c1
compound no.,1,2,3,4,5,6,7,8
Giardia FBPA inh,-3.6%,.,14.3%,.,-4.4%,3.16µM*,-3.8%,1.4%
CHX counter,-2.5,.,-3.1,.,17.5*,-1.4,-3.4,-3.9
Pf growth 48h,-26.9%,0.4%,?,-27.4%,?,?,4.4%,22.9%
Sm TGR block,-1.3%,6.1%,7.5%,-3.8%,-1.3%,0.8%,-1.4%,0.0%
Shiga toxin inh,-9.0,.,-14.9,.,38.7*,6.7,25.3,-8.1
Pf growth 96h,-7.7%,15.1%,?,21.5%,?,270.6%[activator],1.1%,?

One compound at a time, from the list above.
CC(OC(=O)CCN1C(=O)C2CC=CCC2C1=O)C(=O)Nc1cccc(C#N)c1 (stereo not drawn) is entered as Giardia FBPA inh = .; CHX counter = .; Pf growth 48h = -27.4%; Sm TGR block = -3.8%; Shiga toxin inh = .; Pf growth 96h = 21.5%
O=C(CSc1nncs1)Nc1nccs1 is entered as Giardia FBPA inh = .; CHX counter = .; Pf growth 48h = 0.4%; Sm TGR block = 6.1%; Shiga toxin inh = .; Pf growth 96h = 15.1%
Cc1nc(NC(=O)CN2CCN(c3ccccc3F)CC2)sc1C(=O)N(C)C is entered as Giardia FBPA inh = 3.16µM*; CHX counter = -1.4; Pf growth 48h = ?; Sm TGR block = 0.8%; Shiga toxin inh = 6.7; Pf growth 96h = 270.6%[activator]

More results:
9	O=C(CSc1ccccc1)Nc1ccc2c(c1)C(=O)NC2=O
10	Cc1ccc(C(=O)NC(=S)Nc2ccc(-c3cc4ccccc4oc3=O)cc2)c(C)c1
11	O=c1oc2ccccc2cc1-c1ccc(O)cc1
12	Cc1ccccc1OCC(=O)N/N=C1\CCOc2c(C)cccc21
13	Cc1cc(C)n2nc(CC(=O)NC3CCCCCCC3)nc2n1
14	CSCCC(NC(=O)c1ccccc1)C(=O)N1CCN(C(c2ccccc2)c2ccccc2)CC1 (stereo not drawn)
15	COCc1nnc(NC(=O)c2cccs2)s1
16	CC1(C)CC(=O)CC(C2(O)C(=O)N(Cc3ccccc3)c3ccccc32)O1 (stereo not drawn)
compound no.,9,10,11,12,13,14,15,16
Giardia FBPA inh,-2.2%,0.3%,-3.6%,4.0%,6.7%,.,1.2%,2.4%
CHX counter,7.3,-6.5,118.0*,12.5,-2.8,1.1,12.5,-0.9
Pf growth 48h,22.7%,-16.6%,67.9%[activator],55.4%[activator],-8.1%,?,8.2%,-0.9%
Sm TGR block,-5.3%,-2.3%,0.3%,18.0%,-19.3%,-28.0%,-4.4%,2.7%
Shiga toxin inh,18.0,-4.1,68.9*,-7.0,17.6,-4.6,29.2,-11.2
Pf growth 96h,33.2%[activator],?,?,53.3%[activator],?,1.85µM*,.,34.6%[activator]

17	O=C(C[n+]1cn(C(F)F)c2ccccc21)c1ccc(Br)cc1
18	CN1C(=O)C(C)(C)c2cc(S(=O)(=O)N3CCCC(C(=O)Nc4ccc(Cl)cc4)C3)ccc21 (stereo not drawn)
19	COCCN1Cc2cccc(C(=O)Nc3cccc(C)c3C)c2C1=O
20	CC1=NNC(=O)C1CC(=O)N/N=C(\C)c1ccco1 (stereo not drawn)
21	CC1=[N+](C)c2ccc3ccccc3c2C1(C)C
22	Cc1cc(=O)n2nc(N3CCC(C(=O)N4CCN(Cc5ccccc5)CC4)CC3)sc2n1
23	CC(/C=C1\SC(=S)N(c2ccc(C(=O)O)cc2)C1=O)=C\c1ccccc1
24	CCCOc1ccc(N2CC(C(=O)NC3=NCCS3)CC2=O)cc1 (stereo not drawn)
compound no.,17,18,19,20,21,22,23,24
Giardia FBPA inh,4.0%,-0.7%,0.3%,-0.5%,?,6.6%,4.5%,0.4%
CHX counter,28.4*,-1.8,-1.5,1.2,11.9,-2.2,-2.0,7.8
Pf growth 48h,-6.2%,?,.,-7.8%,?,-26.5%,4.65µM*,5.0%
Sm TGR block,3.98µM*,4.5%,-1.0%,10.4%,-20.0%,-6.3%,-19.4%,-2.2%
Shiga toxin inh,62.4*,-4.6,-11.7,37.1,10.6,-4.5,15.4,32.5
Pf growth 96h,18.1%,8.6%,?,-0.7%,11.7µM*,?,?,?

25	N#Cc1c(Cl)nsc1NCCN1CCOCC1
26	CCCNC(=O)COC(=O)c1cc2c(=O)n3ccccc3nc2s1
27	CCN(CC)C(=O)COc1ccc(/C(C)=N/NC(=O)c2ccccc2-n2cccc2)cc1
28	COc1cccc(Nc2nc(-c3cccc(N4C(=O)c5ccccc5C4=O)c3)cs2)c1
29	CCCn1cnc2c(=O)oc3ccccc3c21
30	COc1ccc(C23CC4CC(CC(C4)C2)C3)cc1C(=O)NCCN(C)C
31	CC(=O)Nc1ccccc1OP1(=O)COc2ccccc2OC1
32	CC1CCCC(NC(=O)COC(=O)c2cccs2)C1C (stereo not drawn)
compound no.,25,26,27,28,29,30,31,32
Giardia FBPA inh,-1.8%,-12.5%,.,-1.7%,2.8%,?,7.7%,.
CHX counter,-0.9,15.2,-2.8,33.2*,-1.2,1.4,-7.7,.
Pf growth 48h,?,45.2%[activator],?,10.0%,-12.1%,?,16.1%,-14.7%
Sm TGR block,1.3%,1.0%,-0.3%,-11.0%,-0.5%,5.3%,-5.0%,-0.9%
Shiga toxin inh,-4.9,16.7,2.0,29.8,-7.7,-4.2,-14.0,.
Pf growth 96h,?,57.4%[activator],?,0.0%,16.3%,11.7µM*,.,-7.1%

33	CCCCC(=O)NC(c1ccccc1)c1ccc2cccnc2c1O (stereo not drawn)
34	CSCC(NS(=O)(=O)c1ccc(C)cc1)C(=O)O (stereo not drawn)
35	Cc1c(N=Cc2cccs2)c(=O)n(-c2ccccc2)n1C
36	Cc1nnc(Sc2nc3ccccc3o2)c2ccccc12
37	O=C(C1CCC(CNS(=O)(=O)c2cccs2)CC1)N1CCN(c2ccc(F)cc2)CC1 (stereo not drawn)
38	O=S(=O)(NCC(c1ccco1)N1CCN(c2ccccc2)CC1)c1ccc(F)cc1 (stereo not drawn)
39	Cc1ccc(S(=O)(=O)N2CCN(C(C)C(=O)Nc3ccccc3-c3ccccc3)CC2)cc1 (stereo not drawn)
40	Cc1cccc(OCCC(=O)NCC(=O)Nc2c(C)cccc2C)c1
compound no.,33,34,35,36,37,38,39,40
Giardia FBPA inh,?,-9.4%,0.2%,-1.7%,7.1%,4.2%,-0.1%,-29.1%
CHX counter,-1.5,-2.0,7.7,25.8*,-2.9,-1.6,-2.5,-1.6
Pf growth 48h,?,37.0%[activator],.,-25.5%,?,11.2%,9.28µM*,8.3%
Sm TGR block,-17.1%,1.4%,6.6%[11.4 µM],31.6µM*,2.6%,-1.0%,-10.4%,-0.2%
Shiga toxin inh,-5.6,4.2,9.9,106.7,-6.8,16.5,2.4,-9.5
Pf growth 96h,?,14.7%,15.9%,.,4.2%,-18.8%,7.38µM*,10.7%

41	COc1ccc(CC(=O)Nc2ccc(S(=O)(=O)N3CCCCC3)cc2)cc1OC
42	COC(c1ccccc1)c1nnc(CCC(=O)NCCCc2ccccc2)o1 (stereo not drawn)
43	Cc1ccc(C(=O)N2CCCC2)cc1Br
44	CC(C)NC(=O)NC(=O)CSc1ccc(S(=O)(=O)N2CCCC2)cn1
45	Cc1cc(O)ccc1N/C=C1\CCCC1=O
46	O=C(NCCN1CCOCC1)/C(=C/c1ccc(Cl)cc1)NC(=O)c1ccccc1
47	CC1CCN(C(=O)C2CCCN2S(=O)(=O)c2ccc(Cl)cc2)CC1 (stereo not drawn)
48	Nc1oc2ccccc2c(=O)c1-c1ccc2c(c1)OCO2
compound no.,41,42,43,44,45,46,47,48
Giardia FBPA inh,.,7.3%,2.6%,.,8.89µM*,.,.,-6.7%
CHX counter,1.2,17.4*,-2.0,.,13.4*,-7.3,7.2,41.0*
Pf growth 48h,-37.6%,-0.2%,.,20.8%,53.0%[activator],36.2%[activator],-4.5%,-20.4%[0.00184 µM]
Sm TGR block,-6.7%,-1.1%,9.7%,-2.6%,?,-0.6%,-6.8%,14.7%
Shiga toxin inh,-28.4,23.4,-4.3,.,41.9*,-0.3,8.9,72.0*
Pf growth 96h,-4.4%,?,17.3%,3.6%,?,18.3%,?,3.6%

49	O=C(N/N=C/c1cc(Cl)cc([N+](=O)[O-])c1O)C(O)(c1ccccc1)c1ccccc1
50	O=C1Cc2ccccc2Sc2cc(OCCCN3CCCCC3)ccc21
51	CCn1c(=O)c([N+](=O)[O-])c(NCCc2ccc(OC)c(OC)c2)c2ccccc21
52	C[n+]1c2n(c3ccccc31)N=C(c1cc(C(C)(C)C)c(O)c(C(C)(C)C)c1)CS2
53	CC(C)(C)N=C1NN=C(c2ccc(S(=O)(=O)N3CCCCC3)cc2)CS1
54	Cc1ccc(C(=O)OC(C)C(=O)NCc2ccc3c(c2)OCO3)cc1S(=O)(=O)N1CCOCC1 (stereo not drawn)
55	O=C(c1ccsc1)N1CCCC(N2CCN(c3ccccc3F)CC2)C1 (stereo not drawn)
56	COc1ccc(S(=O)(=O)NC(C)C(=O)Nc2cccc(C(C)=O)c2)cc1 (stereo not drawn)
compound no.,49,50,51,52,53,54,55,56
Giardia FBPA inh,26.6%,-25.8%,0.7%,1.5%,.,.,.,-0.7%
CHX counter,-1.4,-1.0,-2.4,-4.3,.,-1.8,2.2,-2.1
Pf growth 48h,5.6%,?,?,?,3.7µM*,-19.1%,3.6%,-20.2%
Sm TGR block,-3.1%,-2.6%,6.8%,.,-5.1%,2.6%,-27.2%,-3.2%
Shiga toxin inh,-2.3,-4.4,-3.7,15.7,.,-9.8,14.7,-5.7
Pf growth 96h,?,?,21.3%,22.8%,?,?,20.7%,.

57	O=C(Nc1ccc(Cl)cc1)C1c2cccc[n+]2CC(=O)N1Cc1ccc2c(c1)OCO2 (stereo not drawn)
58	CCOc1ccc(-c2ccc(SCC(=O)N3CCOCC3)nn2)cc1
59	CN(Cc1ccccc1)c1ccc(S(=O)(=O)N2CCOCC2)cn1
60	COc1ccc(-c2[nH]ncc2CN2CCC(C(=O)c3ccc(F)cc3)CC2)cc1
61	N#Cc1cccc(NC(=O)c2ccc(S(=O)(=O)N3CCOCC3)cc2)c1
62	COc1ccc(C(C)=O)c2c1OCCO2
compound no.,57,58,59,60,61,62
Giardia FBPA inh,?,-3.9%,1.9%,-0.3%,.,5.2%
CHX counter,17.1,23.3,-2.8,-1.2,.,-1.4
Pf growth 48h,-10.1%,35.1%[activator],.,?,?,16.7%
Sm TGR block,20µM*,5.8%,8.1%,1.2%,-10.1%,-4.0%
Shiga toxin inh,20.5,45.4,-10.8,4.5,.,-12.1
Pf growth 96h,?,26.8%,-26.0%,?,?,.
